BRCA1 expr up: BRCA1 expression activation | MCF7-BRCA1-FFLuc reporter, luminescence, 48 h; response scale: scaled: vehicle 0%, 10 µM genistein 100% | Potency, µM (series often up to 46.1 µM), for the others: at the highest dose activation, hits mostly activators | hit rate 1.1% among 380,000 | AID 624202; active = well fitted activation curve with a large enough effect; inconclusive = small, poorly fitted or top-dose-only effect; inactive = no such curve, though single readings can be large or run the other way; note: nearly all actives have a fitted effect of over 80% in size; some results filed as inactive show a strong effect at the top dose
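Reporter cells (MCF7, BRCA1 promoter-firefly luciferase) received library compounds across a concentration series for 48 h. End-point luminescence was measured and concentration-effect curves derived after normalization.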
Numbers without * were called inactive. Potency is the fitted concentration of half-maximal effect.

What do the screens show for `Cc1nc(C(F)(F)F)ccc1C(=O)N1CCC1(C)C(=O)NCc1ccc(Cl)cc1` (stereo not drawn)?
BRCA1 expr up: 14.6%

Results for CCc1nc2ccc(C(=O)NCc3ccccc3OC)cn2c1N(C)C(=O)Cc1ccccc1 ?
BRCA1 expr up: 10.2%

Results for Cc1noc(C)c1C(=O)N1CCC1(C)C(=O)NS(=O)(=O)c1ccc(C#N)cc1 (stereo not drawn) ?
BRCA1 expr up: -7.9%

What do the screens show for `O=C(COC(=O)CNC(=O)C1CCCCC1)NC1CC1`?
BRCA1 expr up: 0.0%

What do the screens show for `CC1(C(=O)NS(=O)(=O)c2cccs2)CCN1C(=O)CCc1ccc(Cl)cc1Cl` (stereo not drawn)?
BRCA1 expr up: 5.8%

How did O=C(c1cc2c(c(-c3cccc(-c4ccncc4)c3)n1)[C@@H](CCO)N(C(=O)c1ccc3c(c1)OCO3)C2)N1CCOCC1 do in these assays?
BRCA1 expr up: 0.7%

How did COc1ccc(NC(=O)Nc2nc(C(N)CC(C)C)cs2)cc1 (stereo not drawn) do in these assays?
BRCA1 expr up: -26.7%

Results for N#Cc1ccc(C(=O)N2CCCCC2c2cc(C(=O)Nc3ccccc3Cl)no2)cc1 (stereo not drawn) ?
BRCA1 expr up: 11.4%

What do the screens show for `CCCCNC(=O)C[C@@H]1C[C@@]2(C(=O)OC)CCCCC=C2N(Cc2ccco2)C1=O`?
BRCA1 expr up: 5.4%

What do the screens show for `CN(CC(=O)Nc1ccc(Cl)cc1)C(=O)CN1C(=O)C2CCCCC2C1=O` (stereo not drawn)?
BRCA1 expr up: 1.9%

What do the screens show for `CC1(C(=O)NS(=O)(=O)c2ccccc2Cl)CCN1C(=O)c1ccco1` (stereo not drawn)?
BRCA1 expr up: 10.3%

What do the screens show for `CN(C)c1ccc(/C=C/c2ccnc3ccc(I)cc23)cc1`?
BRCA1 expr up: 9.0%

What do the screens show for `CCOCCCNC(=O)c1ccc(CN2CCc3ccccc3C2)cc1`?
BRCA1 expr up: -0.3%

Results for Nc1cc(N)cc(Cc2ccccc2)c1 ?
BRCA1 expr up: 8.4%

What do the screens show for `NC(COCc1ccccc1)c1csc(Nc2nccc(C(F)(F)F)n2)n1` (stereo not drawn)?
BRCA1 expr up: -23.1%

By substructure, the compounds so far with a halogen
What do the screens show for `Cc1nc(C(F)(F)F)ccc1C(=O)N1CCC1(C)C(=O)NCc1ccc(Cl)cc1` (stereo not drawn)?
BRCA1 expr up: 14.6%

What do the screens show for `CC1(C(=O)NS(=O)(=O)c2cccs2)CCN1C(=O)CCc1ccc(Cl)cc1Cl` (stereo not drawn)?
BRCA1 expr up: 5.8%

Results for N#Cc1ccc(C(=O)N2CCCCC2c2cc(C(=O)Nc3ccccc3Cl)no2)cc1 (stereo not drawn) ?
BRCA1 expr up: 11.4%

What do the screens show for `CN(CC(=O)Nc1ccc(Cl)cc1)C(=O)CN1C(=O)C2CCCCC2C1=O` (stereo not drawn)?
BRCA1 expr up: 1.9%

What do the screens show for `CC1(C(=O)NS(=O)(=O)c2ccccc2Cl)CCN1C(=O)c1ccco1` (stereo not drawn)?
BRCA1 expr up: 10.3%

What do the screens show for `CN(C)c1ccc(/C=C/c2ccnc3ccc(I)cc23)cc1`?
BRCA1 expr up: 9.0%

What do the screens show for `NC(COCc1ccccc1)c1csc(Nc2nccc(C(F)(F)F)n2)n1` (stereo not drawn)?
BRCA1 expr up: -23.1%

(more compounds)
Results for CCCN1C(=O)C(=O)N(CC(=O)N2c3ccccc3NC(=O)CC2C)C1=O (stereo not drawn) ?
BRCA1 expr up: -5.9%

Results for C/C=C/c1cccc(-c2nc(C(=O)N3CCN(C)CC3)cc3c2[C@@H](CCO)N(C(=O)NC(C)C)C3)c1 ?
BRCA1 expr up: 0.0%

How did C(=Cc1cnc2ccccc2n1)c1ccc2c(c1)OCO2 do in these assays?
BRCA1 expr up: inconclusive

What do the screens show for `COCCNC(=O)c1cc2c(Br)ccc(Br)c2nc1N`?
BRCA1 expr up: 11.8%

Results for Cc1ccc2cccc([N+](=O)[O-])c2n1 ?
BRCA1 expr up: 6.6%

Results for CCOC(=O)C1(C)CCN1C(=O)c1cc(C)n(C(C)(C)C)n1 (stereo not drawn) ?
BRCA1 expr up: -7.6%

Results for CCN(CC)C(=O)C1=C(C)N(CCCN2CCCC2=O)C(=O)C(CC(=O)NCCCCc2ccccc2)C1 (stereo not drawn) ?
BRCA1 expr up: 7.7%

Results for O=C(c1ccc([N+](=O)[O-])cc1Cl)N1CCN(Cc2ccccc2)CC1 ?
BRCA1 expr up: -4.7%

How did CCCC(=O)N1CCC1(C)C(=O)Nc1ccc2scnc2c1 (stereo not drawn) do in these assays?
BRCA1 expr up: -1.2%

What do the screens show for `C[C@@H]1CN([C@H](C)CO)C(=O)CCCn2nncc2CO[C@@H]1CN(C)S(=O)(=O)c1ccc(C#N)cc1`?
BRCA1 expr up: 6.7%

Results for CC(=O)NCCNc1nc2cc(-c3cccc(C(F)(F)F)c3)sc2c(=O)n1C ?
BRCA1 expr up: -24.0%

What do the screens show for `Cc1ccc(-c2cc3nc(NCCOc4ccccc4Cl)n(C)c(=O)c3s2)cc1`?
BRCA1 expr up: 6.0%

How did CC1(C(=O)NCCC#N)CCN1C(=O)C1(c2ccccc2)CCCC1 (stereo not drawn) do in these assays?
BRCA1 expr up: 14.7%

How did COc1ccc(-c2c(C(=O)c3ccccc3)[nH]c(N)c2C(=O)c2ccccc2)cc1OC do in these assays?
BRCA1 expr up: 0.7%

How did CCCN(C)C1CN(Cc2cn(Cc3ccc(C(F)(F)F)cc3)nn2)S(=O)(=O)C1 (stereo not drawn) do in these assays?
BRCA1 expr up: 7.6%

How did CC1(C(=O)NC2CCCC2)CCC(=O)N1C1CCN(Cc2ccccc2)CC1 (stereo not drawn) do in these assays?
BRCA1 expr up: 6.1%

What do the screens show for `O=C1NC[C@@H](CCCCN2C[C@H](Cc3ccc(O)cc3)N(CCC3CCCCC3)C(=O)C2=O)N(Cc2ccccc2)C1=O`?
BRCA1 expr up: 7.5%

How did Cc1cnc2ccc(I)cc2c1/C=C/c1ccc(N(C)C)cc1 do in these assays?
BRCA1 expr up: -53.0%

Results for COc1ccc(C#Cc2cccc(-c3nc(C(=O)N4CCN(C)CC4)cc4c3[C@H](CCO)N(S(=O)C(C)(C)C)C4)c2)cc1OC (stereo partly drawn) ?
BRCA1 expr up: 7.2%

Results for COc1ccccc1CNc1nc2cc(-c3ccccc3C)sc2c(=O)n1C ?
BRCA1 expr up: -37.3%

What do the screens show for `C[C@H](CO)N1C[C@H](C)[C@@H](CN(C)S(=O)(=O)c2ccccc2F)Oc2ncc(Br)cc2C1=O`?
BRCA1 expr up: -45.7%

How did COc1cccc(OC)c1C(=O)N1CCN(Cc2c[nH]c3ccccc23)CC1 do in these assays?
BRCA1 expr up: 4.8%

Results for CCCNC(=O)C1(C)CCN(C(=O)c2cccc(Cl)c2)C1 (stereo not drawn) ?
BRCA1 expr up: -19.7%

Results for Clc1cccc(Cc2c(C3CCCCC3)nc3c4ccccc4ccn23)c1 ?
BRCA1 expr up: -18.1%

How did OC[C@@H]1CN(Cc2ccc(Cl)cc2)C[C@H](n2cnc3c(NCc4ccncc4)ncnc32)O1 do in these assays?
BRCA1 expr up: 2.7%

Results for COC(=O)C[C@H]1C[C@H]2c3cc(NC(=O)C4CCOCC4)ccc3O[C@H]2[C@@H](CO)O1 ?
BRCA1 expr up: 8.2%

What do the screens show for `CCOC(=O)C1=CCN(S(=O)(=O)c2ccc(C)cc2)C1c1cccc(Cl)c1` (stereo not drawn)?
BRCA1 expr up: 6.2%

Results for Cc1cccc(C)c1NC(=O)C1c2ccccc2OCC(=O)N1CC(F)(F)F (stereo not drawn) ?
BRCA1 expr up: 6.0%

Results for C[C@@H]1CN([C@H](C)CO)C(=O)CCCn2nncc2CO[C@H]1CN(C)C(=O)C1CCCCC1 ?
BRCA1 expr up: -15.1%

Results for CCOC(=O)C(C)N1c2cccc3cccc(c23)S1(=O)=O (stereo not drawn) ?
BRCA1 expr up: -1.3%

How did O=C(NC1CC1)c1cccc2c1C(=O)c1ccc(N3CCC(N4CCCCC4)CC3)cc1S2(=O)=O do in these assays?
BRCA1 expr up: 8.3%

Results for Cc1ccc([C@H]2N[C@]3(CCCN(Cc4ccco4)C3=O)[C@H]3C(=O)N(C)C(=O)[C@@H]23)cc1 ?
BRCA1 expr up: 7.8%

What do the screens show for `O=C(Nc1ccccc1)c1cc(C2CCCCN2S(=O)(=O)c2ccccc2)on1` (stereo not drawn)?
BRCA1 expr up: 72.0%

How did CCOc1ccc(/C=C/c2ccnc3ccccc23)cc1OCC do in these assays?
BRCA1 expr up: -19.5%

How did CCCCN1C(=O)C(CC(=O)NCc2cccs2)CC(C(=O)N(CC)CC)=C1C (stereo not drawn) do in these assays?
BRCA1 expr up: 1.2%

What do the screens show for `CCCCC(=O)N(C)c1c(CC)nc2c(OCCC)cccn12`?
BRCA1 expr up: 4.6%

What do the screens show for `O=S(=O)(Nc1cccc2cccnc12)C1CC1`?
BRCA1 expr up: -63.5%

How did CN(C)S(=O)(=O)n1cc(/C=C(\NC(=O)c2ccccc2)C(=O)N2CCCCC2)c2ccccc21 do in these assays?
BRCA1 expr up: -4.1%

Results for Cc1ccccc1C(=O)NC1CC2CCCC(C1)N2Cc1ccccc1Cl (stereo not drawn) ?
BRCA1 expr up: -0.7%

Results for COc1ccc(-c2cnc3c(c2)C(=O)N([C@H](C)CO)C[C@@H](C)[C@H](CN(C)Cc2ccccc2)O3)cc1 ?
BRCA1 expr up: -1.7%

Results for CC(=O)Nc1ccc(NC(=O)C2(C)Cc3c(-c4ccccc4)ccnc3O2)cc1 (stereo not drawn) ?
BRCA1 expr up: -10.3%

How did CNCc1cc(C)n(-c2cc(S(=O)(=O)N3CCOCC3)ccc2N2CCCC2)c1C do in these assays?
BRCA1 expr up: -8.6%

Results for O=[N+]([O-])c1ccccc1S(=O)NCc1c(Cl)cccc1Cl (stereo not drawn) ?
BRCA1 expr up: 12.7%

Results for COc1cc([C@@H]2c3cc4c(cc3[C@H](O)[C@H]3COC(=O)[C@@H]23)OCO4)cc(OC)c1OC ?
BRCA1 expr up: -51.2%

Results for CC(=O)Nc1cccc(OCc2ccc([N+](=O)[O-])cc2)c1 ?
BRCA1 expr up: 11.2µM*

3 structures from above, sorted by molecular weight, highest first:
How did CN(C)S(=O)(=O)n1cc(/C=C(\NC(=O)c2ccccc2)C(=O)N2CCCCC2)c2ccccc21 do in these assays?
BRCA1 expr up: -4.1%

How did CNCc1cc(C)n(-c2cc(S(=O)(=O)N3CCOCC3)ccc2N2CCCC2)c1C do in these assays?
BRCA1 expr up: -8.6%

How did CCCCN1C(=O)C(CC(=O)NCc2cccs2)CC(C(=O)N(CC)CC)=C1C (stereo not drawn) do in these assays?
BRCA1 expr up: 1.2%

Further compounds.
How did COc1ccc(/C=C/C(=O)OCC(=O)N2c3ccccc3CC2C)cc1 (stereo not drawn) do in these assays?
BRCA1 expr up: 9.4%

What do the screens show for `CN1C(C)(C)CC(O)(C(=O)O)CC1(C)C`?
BRCA1 expr up: 10.9%

How did CCOc1ccc(-c2nnc(NC(=O)COc3ccccc3F)o2)cc1 do in these assays?
BRCA1 expr up: 36.7%

How did CC(C)c1cccc(-c2csc(C(C)(O)c3ccncc3)n2)c1 (stereo not drawn) do in these assays?
BRCA1 expr up: -24.9%

Results for Cc1ccc2nc(CC(O)(c3ccccc3)c3ccccc3)ccc2c1 ?
BRCA1 expr up: -2.8%

What do the screens show for `CCCN1CNc2c(c(=O)[nH]c(=S)n2CCc2cc(Cl)cc(Cl)c2)C1`?
BRCA1 expr up: -10.0%

Results for CCCCNC(=O)C1(C)CCCCN1C(=O)c1c(F)ccc(C)c1F (stereo not drawn) ?
BRCA1 expr up: 20.1%

Results for NS(=O)(=O)c1ccc(S(=O)(=O)N2CCCC(c3ccccc3)C2)cc1 (stereo not drawn) ?
BRCA1 expr up: 5.3%

What do the screens show for `CCc1nc2ccc(C(=O)N3CCN(S(=O)(=O)CC)CC3)cn2c1N(CC)C(=O)NCCc1ccccc1`?
BRCA1 expr up: 52.1%

How did CCCC[C@@H]1CNC(=O)C(=O)N1CCCCC1CCCCC1 do in these assays?
BRCA1 expr up: 6.9%

How did COCCNC(=O)C1(C)CCCN(C(=O)c2ccccc2OC)C1 (stereo not drawn) do in these assays?
BRCA1 expr up: -2.4%

Results for COc1ncnc2c1ncn2CCCN(CCCc1ccccc1)CCCn1cnc2c(OC)ncnc21 ?
BRCA1 expr up: 1.2%

Results for COc1ccc(CN2C(=O)C(CC(=O)NCCCCc3ccccc3)CC(C(=O)N(C)C)=C2C)cc1 (stereo not drawn) ?
BRCA1 expr up: -8.1%

Results for Cc1cc(Br)c2nc(-c3ccccc3)c(Cc3cccc(Cl)c3)n2c1 ?
BRCA1 expr up: 5.7%

How did COc1ccc(C(=O)N2CCC2(C)C(=O)O)cc1C(F)(F)F (stereo not drawn) do in these assays?
BRCA1 expr up: -0.6%

How did COc1ccc(Cc2c(-c3cccc(Cl)c3)nc3cc(C)c(Br)c(C)n23)c(C)c1 do in these assays?
BRCA1 expr up: -13.2%

Results for CN(CCCN(Cc1ccc(Cl)cc1)c1ccc(Br)cn1)C(=S)NCCCc1cnc[nH]1 ?
BRCA1 expr up: 0.0%

Results for CN(C)C(=O)c1cccc(-c2cnc3sc(NCc4ccc5c(c4)OCO5)nn23)c1 ?
BRCA1 expr up: -9.6%

How did CSc1ccc(CN2CCC(C)(Oc3ccccc3F)C2)cc1 (stereo not drawn) do in these assays?
BRCA1 expr up: 10.6%

Results for CCn1c(SCC(=O)NC2CCCC2)nc2c(c1=O)SCC2 ?
BRCA1 expr up: 19.7%

Results for CC1(C(=O)NS(=O)(=O)c2cccc(C#N)c2)CCN1C(=O)c1ccco1 (stereo not drawn) ?
BRCA1 expr up: 6.2%

How did CCCCCCCCN1C(=O)[C@H](CC(=O)NCCCCc2ccccc2)C[C@@]2(C(=O)OC)CCCCC=C12 do in these assays?
BRCA1 expr up: -6.3%

How did CCCS(=O)(=O)NC(=O)C1(C)CCN(C(=O)c2cc(C)n(C(C)(C)C)n2)C1 (stereo not drawn) do in these assays?
BRCA1 expr up: 0.0%

Screening results deposited in PubChem by National Center for Advancing Translational Sciences (NCATS).

This is a subset (hit frequency here may not be typical).
